HttQ103 aggreg: reduces HttQ103-GFP aggregates in PC12 cells; Potency, µM (doses to about 46.1 µM), inactives show at the top dose activity change, negative = inhibition, most hits filed as inhibitors; PC12 HttQ103-GFP aggregates, Acumen cytometry, 40 h; 220,000 compounds, 1.1% hits; note: % is set by controls: 0 for no effect and ±100 for the full control effect; nearly all actives have a fitted effect of over 60% in size
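Using laser scanning cytometry, GFP-positive aggregates were counted after lysis of PC12 cells induced with 100 nM tebufenozide to express HTT exon 1 Q103–GFP. Compounds were tested in titration.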
ALDH1A1 inh: inhibitors of human aldehyde dehydrogenase 1A1; Potency, µM (top dose mostly 75.3 µM), for inactives: top-dose activity, negative = inhibition, most hits filed as inhibitors; P00352; Purified ALDH1A1, NADH fluorescence, propionaldehyde substrate; 220,000 compounds, 7.3% hits; AID 1030; active = well fitted inhibition curve with a large enough effect, not every such curve was filed as active; inconclusive = small, poorly fitted or top-dose-only effect, or another doubt; inactive = no such curve, though single readings can be large or run the other way;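 note: plate controls were no enzyme wells and a reference inhibitor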
Target sequence (P00352 whole entry, looked up): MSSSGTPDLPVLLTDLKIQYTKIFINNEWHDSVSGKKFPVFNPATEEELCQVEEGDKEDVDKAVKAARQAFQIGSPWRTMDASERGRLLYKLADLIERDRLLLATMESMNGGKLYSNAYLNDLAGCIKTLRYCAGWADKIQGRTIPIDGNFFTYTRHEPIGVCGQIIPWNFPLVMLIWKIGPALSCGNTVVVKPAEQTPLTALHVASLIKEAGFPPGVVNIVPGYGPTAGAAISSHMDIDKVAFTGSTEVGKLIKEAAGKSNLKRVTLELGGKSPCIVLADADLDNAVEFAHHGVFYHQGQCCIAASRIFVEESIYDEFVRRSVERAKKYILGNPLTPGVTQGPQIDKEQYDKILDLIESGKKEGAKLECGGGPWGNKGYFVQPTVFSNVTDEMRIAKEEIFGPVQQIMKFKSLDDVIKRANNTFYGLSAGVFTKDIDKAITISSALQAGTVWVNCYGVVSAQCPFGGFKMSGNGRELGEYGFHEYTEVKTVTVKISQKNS
HTT ATP protect: cytoprotection in Huntington HTT-Q103 PC12 cell model. PC12 HTT-Q103 induced, cytoprotection, ATP luminescence, 40 h. Potency, µM (top dose mostly 56.4 µM), for the others: cytoprotection (ATP increase), most hits filed as activators. 230,000 compounds, 0.14% hits;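 note: % of control where 0% means no effect; nearly all actives have a fitted effect of over 45% in size; toxic huntingtin expression switched on by the ecdysone agonist tebufenozide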
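Stable PC12 Q103-GFP cells in serum-supplemented, phenol red-free DMEM; induction by tebufenozide at 100 nM final; compound dose series; cell viability quantified luminescently from ATP.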
Tau fibril FP: inhibitors of human tau fibril formation; AID 1468; 280,000 compounds, 0.39% hits; Potency, µM (top dose mostly 57.7 µM), for inactives: top-dose activity, negative = inhibition, actives largely listed as inhibitors; K18 P301L tau heparin fibrillization, Alexa594 FP, 6 h; note: % is set by controls: 0 for no effect and ±100 for the full control effect; nearly all actives have a fitted effect of over 55% in size
Target sequence (P10636 561-689 P618L limits assumed): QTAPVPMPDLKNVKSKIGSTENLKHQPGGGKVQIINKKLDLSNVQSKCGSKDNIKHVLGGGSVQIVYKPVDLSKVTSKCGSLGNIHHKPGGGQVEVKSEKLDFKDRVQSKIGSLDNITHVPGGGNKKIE
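K18 P301L tau (15 uM unlabeled/0.24 uM Alexa 594-labeled, final) + compound + heparin 20 uM final; 100 mM NaOAc pH 7; 6 hr 37 C; ThT 30 uM final added, 1 hr RT; FP ex 555/em 632 nm.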
SMN2 splice up: SMN2 splice variant enhancement; HEK293 SMN2-luciferase splicing reporter, luminescence, 30-36 h; Potency, µM (highest dose often 46.1 µM), without a hit: at the top dose activity change, positive = activation, most hits filed as activators; 210,000 compounds, 2.8% hits; AID 1458; note: % of control where 0% means no effect; nearly all actives have a fitted effect of over 55% in size
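qHTS luciferase splicing reporter: luminescence rises when SMN2 exon 7 is included in transfected HEK293 cells. Compound exposure lasted 30-36 h at 37C, with 4.5 mM final sodium butyrate as control, followed by a ONE-Glo read.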
Tau fluor counter: counter-screen for tau fibril formation inhibitors. Potency, µM (series often up to 57.7 µM), for inactives: top-dose activity change, negative = decrease. 280,000 compounds, 0.93% hits. tau K18 P301L Alexa594 fluorescence, heparin fibrillization; note: % is set by controls: 0 for no effect and ±100 for the full control effect; nearly all actives have a fitted effect of over 55% in size
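Human tau K18 P301L (15 uM unlabeled, 0.24 uM Alexa 594-labeled) in 100 mM sodium acetate pH 7 with 20 uM heparin, 6 hr at 37 C. ThT 30 uM added, 1 hr ambient; Alexa 594 FP and total fluorescence read at 555/632 nm.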
KDM4E inh: inhibitors of human JMJD2E histone demethylase. 230,000 compounds, 1.6% hits. Potency, µM (titrated, usually from 57.1 µM), inactives show at the highest dose activity change, negative = inhibition, hits mostly inhibitors. B2RXH2. JMJD2E catalytic domain, FDH-coupled NADH fluorescence (FDH is formaldehyde dehydrogenase); active = well fitted inhibition curve with a large enough effect, not every such curve was filed as active; inconclusive = small, poorly fitted or top-dose-only effect, or another doubt; inactive = no such curve, though single readings can be large or run the other way;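 note: 0% = wells with enzyme and -100% = buffer wells without enzyme; nearly all actives have a fitted effect of over 50% in size; many of its hits are not listed in these tables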
Target sequence (B2RXH2 1-337 limits assumed): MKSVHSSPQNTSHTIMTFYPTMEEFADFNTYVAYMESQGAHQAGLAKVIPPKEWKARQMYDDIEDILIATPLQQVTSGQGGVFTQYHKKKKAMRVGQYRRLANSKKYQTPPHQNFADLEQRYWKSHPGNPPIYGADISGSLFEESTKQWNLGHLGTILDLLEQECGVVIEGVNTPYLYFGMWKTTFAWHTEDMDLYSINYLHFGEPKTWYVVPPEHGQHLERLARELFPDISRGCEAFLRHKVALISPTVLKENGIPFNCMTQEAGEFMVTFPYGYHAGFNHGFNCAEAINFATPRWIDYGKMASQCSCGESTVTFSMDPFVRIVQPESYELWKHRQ
Tau ThT inhib: blocks human tau fibril formation measured by thioflavin T; P10636; recombinant tau K18 P301L (four-repeat tau fragment), heparin-induced fibrillization, ThT fluorescence; Potency, µM (titrated, usually from 57.4 µM), without a hit: at the highest dose activity, negative = inhibition, hits mostly inhibitors; 270,000 compounds, 2.1% hits; AID 1460; note: % is set by controls: 0 for no effect and ±100 for the full control effect; nearly all actives have a fitted effect of over 55% in size
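Recombinant human tau K18 fragment […] carrying P301L, 15 uM unlabeled plus 0.24 uM Alexa 594-labeled, was fibrillized with 20 uM heparin in 100 mM sodium acetate pH 7 for 6 hr at 37 C; 30 uM ThT fluorescence read after 1 hr.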
Active calls of the source: *; ? = inconclusive; · = no result given; & = joins results of further samples; [ ] = another dose, or the depositor's remark. Unless noted, calls come from the whole dose curve; as a rule, active = well fitted curve in the direction sought with a large enough effect; inconclusive = small, poorly fitted or top-dose-only effect, or another doubt; inactive = no such curve, though single readings can be large; an effect the other way counts as inactive or inconclusive. Potency is the fitted concentration of half-maximal effect. An excerpt; rates above refer to the full screens.

SMILES	HttQ103 aggreg	ALDH1A1 inh	HTT ATP protect	Tau fibril FP	SMN2 splice up	Tau fluor counter	KDM4E inh	Tau ThT inhib
CNC(=S)N(CCc1ccc(OC)c(OC)c1)C1CC(=O)N(c2ccccc2)C1=O (stereo unspecified)	1%[9.22 µM]	·	9%[10 µM]	-9%	·	-19%	-8%	-3%
O=C1c2ccccc2C(=O)N1CCc1c[nH]c2ccccc12	-12%[9.22 µM]	0%	-7%[10 µM]	12%	·	?	-8%	-8%
O=C(NCC(c1ccc(F)cc1)N1CCOCC1)c1c(F)cccc1F (stereo unspecified)	-25%[9.22 µM]	·	-9%[10 µM]	4%	·	13%	12%	7%
COc1ccc(C)cc1NC(=O)CN(c1cc(C(F)(F)F)ccc1Cl)S(C)(=O)=O	·	·	·	-7%	-10%	?	·	-8%
CC(C)(C)c1cc(O)c(C(C)(C)C)cc1O	·	-6%	20%&-53%	?	-41%[inhibitor]	-10%&-15%	?	?
CCOc1cc(C)c(Cl)cc1S(=O)(=O)N1CCCC1	-24%	8%	26%	-3%	-21%	3%	4%	-4%
COCc1cc(C)nc2sc(C(=O)NCCO)c(-n3cccc3)c12	18%	10%	-50%[inhibitor]	-5%	-10%	-6%	-6%	-3%
O=C(CC(CC(=O)c1ccccc1)C(=O)O)c1ccccc1	2%	11%	8%	2%	0%	-4%	3%	-4%
CCOC(=O)c1cn(CC2CC2)c2cc(F)c(F)cc2c1=O	·	15%	·	-1%	-10%	6%	0%	6%
Cc1ccc2oc(-c3ccc(Cl)c(NC(=O)c4cc5ccccc5o4)c3)nc2c1	·	·	·	2%	6%	3%	·	-3%
Cc1cc(NC(=O)Cn2c(C)nc3ccccc3c2=O)ccc1Br	-2%[1.84 µM]	-3%	-26%	-5%	-27%	-20%	-2%	-13%
Cc1cccc(-n2c(Cn3nc(C)c([N+](=O)[O-])c3C)n[nH]c2=S)c1	27%	25µM*	-6%	-1%	19%	-4%	-4%	-12%
COc1ccc2c(c1)c(CC(=O)OCC(N)=O)c(C)n2C(=O)c1ccc(Cl)cc1	-5%[9.22 µM]	·	5%[10 µM]	-9%	·	-18%	-3%	-4%
CN(C)CCNc1oc(COc2ccc(Cl)cc2)nc1C#N	-7%	-1%	8%	-5%	19%	-3%	-1%	-8%
CC(C)CC(=O)Nc1ccccc1-c1nnn(CC(=O)N2CCc3ccccc3C2)n1	-21%	-10%	-20%	3%	-40%[inhibitor]	-11%	1%	4%
Cc1cc(N2CCN(C(c3ccccc3)c3ccc(Cl)cc3)CC2)n2ncnc2n1 (stereo unspecified)	-8%	-12%	22%	-7%	-5%	-13%	-6%	?
Cc1csc(NC(=O)c2ccco2)c1C(=O)c1ccccc1	-16%[9.22 µM]	·	-6%[10 µM]	-9%	·	?	12%	·
CCOC(=O)C1=C(C)c2ccccc2OC1(C)C(=O)OCC (stereo unspecified)	·	?	11%	3%[81.3 µM]	·	-21%[81.3 µM]	·	?
O=C(Nn1c(=O)[nH]c2ccccc2c1=O)c1ccco1	-11%	5%	13%	6%	-15%	-2%	-12%	0%
CCOc1ccc(C2c3[nH]c4ccccc4c3CCN2C(=O)Cn2cncn2)cc1 (stereo unspecified)	-3%[9.22 µM]	10%	-18%[10 µM]	1%	·	-10%	11%	-7%
S=C1NC[C@H](c2ccccc2)N1CC1CCCCC1	6%[9.22 µM]	-6%	22%[10 µM]	3%	·	-4%	-3%	0%
COC(=O)c1cc2c(s1)CS(=O)C2 (stereo unspecified)	-12%	-5%	0%[0.074 µM]	10%	?	-6%	?	-12%
OCC1CCCCN1C(=S)Nc1cccc(Cl)c1 (stereo unspecified)	-11%[9.22 µM]	7%	-36%[inhibitor]	-2%	1%	7%	11%	1%
CC(C)(C)C(=O)NC1CCN(C(=O)N2CCCC2)CC1	-4%	16%	-7%[10 µM]	-3%	-9%	2%	4%	2%
Cc1ccc(Nc2nc3nonc3nc2N(C)C)cc1	19%	3%	7%	-1%	-21%	-5%	6%	-4%
Going on with the list.
SMILES	HttQ103 aggreg	ALDH1A1 inh	HTT ATP protect	Tau fibril FP	SMN2 splice up	Tau fluor counter	KDM4E inh	Tau ThT inhib
CCOc1ccc(-n2nc3ccc(NC(=O)COc4ccccc4)cc3n2)cc1	·	·	·	-2%	4%	5%	·	?
CCOC(=O)N1CCN(C(=O)CN(C2CCCCC2)S(C)(=O)=O)CC1	14%	5%	-16%	6%	?	6%	7%	1%
COc1ccc(CNC(=O)c2ccc3c(c2)CCN3S(=O)(=O)c2ccc(Cl)cc2)cc1	·	·	·	-13%	-47%[inhibitor]	-29%	·	3%
Cc1ccc(-n2c(=O)c3ccc(C(=O)NCc4ccco4)cc3n(Cc3cccc(Cl)c3)c2=O)cc1	·	·	·	-15%	18%	-8%	·	-4%
CCn1c(=O)c(C(=O)NCc2ccc(OC)cc2)c(O)c2ccccc21	?	10%	-1%[10 µM]	-12%	?	-22%	?	-4%
CCOc1cccc(C=Nc2cc(C)cc(C)c2O)c1O	25%	22µM*	-12%	?	14%	?	?	25µM*
COC(=O)CCC(=O)OC1(C)C(=O)C2=CN(CCCOC(C)C)C(c3ccc(OC)cc3)=CC2=C(Br)C1=O (stereo unspecified)	-24%[9.22 µM]	·	4%[10 µM]	?	·	-16%	4.5µM*	16µM*
COC(=O)c1scc(C)c1NC(=O)Nc1ccccc1	-7%	11%	-6%[10 µM]	2%	0%	-6%	2%	-17%
CC(CCc1ccccc1)NC(=O)c1ccco1 (stereo unspecified)	-16%	0%	-1%[10 µM]	-9%	-4%	-3%	0%	-6%
CCCSCCCNC(=O)C1CCCN(C(=O)c2cnn(-c3ccccc3)c2-n2cccc2)C1 (stereo unspecified)	·	·	·	-7%	-2%	-11%	·	-6%
O=C(CCc1nc(-c2ccccc2)c(-c2ccccc2)o1)OCc1ccc(Br)cc1	-17%	?	-16%[10 µM]	-4%	9%	-13%	?	-21%
CCCCOc1ccc(C(C)NC(=O)CCS(=O)(=O)Cc2ccccc2F)cc1 (stereo unspecified)	6%	17%	-1%[10 µM]	-3%	-29%	-1%	6%	-6%
O=c1c2cnn(-c3ccc(Cl)cc3)c2ncn1Cc1ccc(Cl)cc1Cl	·	·	·	-12%	-1%	-6%	·	-1%
O=C(COc1ncnc2cc([N+](=O)[O-])ccc12)NCCc1ccc(Cl)cc1	3%	-9%	-33%[inhibitor]	9%	1%	-22%	-4%	?
CC(C)C1Nc2ccc(S(N)(=O)=O)cc2C2C=CCC21 (stereo unspecified)	-10%	20µM*	12%[0.074 µM]	?	-45%[inhibitor]	?	-26%	20µM*
CCOC(=O)C1CCN(C(=O)C(C)Sc2ccc(Cl)cc2)CC1 (stereo unspecified)	-16%	?	0%[1.9 µM]	-3%	-41%[inhibitor]	-1%	3%	-8%
CCN1CCC[C@H]1CNC(=O)c1c(O)c(Cl)cc(Cl)c1OC	-12%	3%&1%&-5%	-4%&-12%	-7%&0%&6%&-3%	11%&2%	-5%&-1%&-3%&-14%	?	-9%&-4%&-9%&-11%
CCOC(=O)c1c(NC(=O)c2nn(C)cc2[N+](=O)[O-])sc(C)c1C	3%[9.22 µM]	11%	1%[10 µM]	-6%	·	3%	4%	-2%
CCC(Sc1nc2n[nH]c(C)c2c(=N)n1-c1cccc(Cl)c1C)C(=O)N(CC)CC (stereo unspecified)	?	-2%	-20%	2%	-13%	-15%	6%	-6%
O=C(Cn1c(=O)oc2cc(S(=O)(=O)N3CCCC3)ccc21)N1CCCC1	-5%	?	-26%	-2%	-9%	-6%	?	-10%
O=C(COC(=O)C1=COCCO1)Nc1ccccc1Oc1ccccc1	-8%	-11%	-2%	-3%	-23%	-6%	4%	-6%
COc1ccccc1-n1nc(C(=O)Nc2ccc3c(c2)OCO3)c2ccccc2c1=O	-5%	-13%	-15%	0%	·	-9%	2%	2%
CCCCC(=O)Nc1ccc(C(=O)c2ccccc2)cc1	-9%[9.22 µM]	?	-35%	-11%	3%	-16%	2%	-9%
O=C(O)Cn1nc(-c2ccc(F)cc2)oc1=O	29%	5%	5%[10 µM]	-15%	-4%	-10%	3%	-2%
COc1ccc(N(CC(=O)Nc2cccc(C)c2C)S(=O)(=O)c2c(C)n[nH]c2C)cc1	19%	-3%	-14%	-10%	-25%	-24%	-5%	-8%
Following part.
SMILES	HttQ103 aggreg	ALDH1A1 inh	HTT ATP protect	Tau fibril FP	SMN2 splice up	Tau fluor counter	KDM4E inh	Tau ThT inhib
COc1cccc(CN=C2Nc3ccccc3CS2)c1	-9%	-5%	27%[10 µM]	6%	14µM*	-3%	1%	-2%
N#Cc1ccccc1/C=N/Nc1nc(-c2ccccc2)c2cc(Br)ccc2n1	-22%	?	-55%[inhibitor]	-9%	4%	-22%	?	?
Cc1ccc(S(=O)(=O)NCc2nc3nc(C)cc(C)n3n2)c(C)c1	·	·	·	-1%	-5%	5%	·	6%
CCOC(=O)CNC(=O)CN1CCCN(S(=O)(=O)c2ccc(Br)s2)CC1	-2%	?	-14%	1%	8%	-7%	-1%	-11%
Fc1ccc(NC(=S)Nc2ccccc2N2CCOCC2)cc1Cl	9%	-11%	-6%	-3%	-9%	-22%	2%	10%
O=C1CC(c2ccccc2F)c2cc3c(cc2N1)CCC3 (stereo unspecified)	-13%	0%	-77%[inhibitor]	-5%	-25%	-5%	5%	-8%
CC(C)C[C@H](NC(=O)c1nc[nH]c1C(=O)N1CCN(C(=O)OC(C)(C)C)CC1)C(=O)OC(C)(C)C	15%[9.22 µM]	-10%	0%[10 µM]	13%	·	-12%	3%	-5%
CCN1CCCC1Cn1cnc2c([nH]c3ccc(C)cc32)c1=O (stereo unspecified)	-1%	?	26%	-2%	9%	1%	?	2%
CC(=O)OCCC(C)CCC=C(C)C (stereo unspecified)	·	-8%	·	-7%	-3%	-10%	7%	-3%

Source: PubChem BioAssay (National Center for Advancing Translational Sciences (NCATS))
